Source: PubChem BioAssay
Pf Dd2 growth = inhibitors of Plasmodium falciparum Dd2 growth; P. falciparum Dd2 growth, SYBR Green, 72 h; Potency, µM (titrated, usually from 28.9 µM), without a hit: at the highest dose activity, negative = inhibition, actives largely listed as inhibitors; 4.3% of 120,000 active; AID 1347417; active = well fitted inhibition curve with a large enough effect; inconclusive = small, poorly fitted or top-dose-only effect; inactive = no such curve, though single readings can be large or run the other way;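 note: plate controls were DMSO vehicle for no effect and reference drug for full effect; nearly all actives have a fitted effect of over 65% in size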
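Infected erythrocytes (Dd2, 0.3% parasitemia, 2.5% hematocrit final) are added to compound in RPMI-1640/Albumax II medium, grown 72 h at 37C in low oxygen, then lysed with saponin/Triton-X containing SYBR Green and read by fluorescence.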
Numbers without * were called inactive; i = inactive; ? = inconclusive; & = joins results of further samples; [ ] = another dose, or the depositor's remark. Potency is the fitted concentration of half-maximal effect. Only part of the results is shown. The share of hits here may be higher or lower than overall.

The first five entries (preview)
smiles	Pf Dd2 growth
O=C(Nc1ccccc1)C(Cc1ccccc1)N1Cc2ccccc2C1=O (stereo not drawn)	-1%
O=C(c1ccccc1)N1CCC(N2CC3CCCN3C2=O)CC1 (stereo not drawn)	-16%[44.1 µM]
CCCCn1c2ccccc2c2nnc(SCC(=O)Nc3ccc(NC(C)=O)cc3)nc21	?
OCc1ccc(CN2CC[C@@H](c3ccc4ccccc4c3)[C@H](O)C2)o1	-20%
Cn1c([C@H]2CCN(S(=O)(=O)Cc3ccccc3)C2)nc2ccccc21	i

All compounds of this part, previewed entries included:
smiles	Pf Dd2 growth
O=C(Nc1ccccc1)C(Cc1ccccc1)N1Cc2ccccc2C1=O (stereo not drawn)	-1%
O=C(c1ccccc1)N1CCC(N2CC3CCCN3C2=O)CC1 (stereo not drawn)	-16%[44.1 µM]
CCCCn1c2ccccc2c2nnc(SCC(=O)Nc3ccc(NC(C)=O)cc3)nc21	?
OCc1ccc(CN2CC[C@@H](c3ccc4ccccc4c3)[C@H](O)C2)o1	-20%
Cn1c([C@H]2CCN(S(=O)(=O)Cc3ccccc3)C2)nc2ccccc21	i
CCC(=O)N1CCc2nc(N3CCN(C(=O)CCOC)CC3)sc2C1	18%
O=C(O)c1ccc(CN2CCOC[C@H]2c2ncc(-c3ccc(F)cc3)[nH]2)cc1	i
CN1CCCC2(Cc3ccccc3CN(C(=O)CCCC(=O)O)C2)C1 (stereo not drawn)	6%
COC[C@H]1NC(=O)CC[C@H]1C(=O)Nc1ccc(N2CCOCC2)cc1	4%
COCC(=O)N[C@@H]1CN(S(C)(=O)=O)CC[C@@H]1c1nc(C)no1	i[5.79 µM]
COc1ccc(S(=O)(=O)N2C[C@@H](Oc3ccccc3)C[C@@H]2C(=O)N2CCOCC2)cc1	?
Cc1nc(-c2c3n(c(=O)n(Cc4ccccc4Cl)c2=O)CCCCC3)no1	-8%
O=C(NCc1cccs1)c1nc(-c2cccnc2)c2cnccn12	11µM*
CNC(=O)CCn1ncc2cc(OCc3ccccc3-c3cc(F)cc(OC)c3)ccc21	?
Cc1ccc(NC(=O)CC2CCCN(c3cnn(CC4CC4)c(=O)c3)C2)cc1C (stereo not drawn)	i
CCc1cccc(NC(=O)c2cc3n(n2)CC(c2ccc4c(c2)OCO4)OC3)c1 (stereo not drawn)	i
CCc1ccccc1NC(=O)CSc1nnc2ccc3ccccc3n12	-8%
Cn1nc(C(F)(F)F)c(Cl)c1C(=O)N[C@@H]1CCNC[C@H]1O	?
CCCNC(=O)OC[C@H]1C[C@@H]2CCN1C[C@@H]2c1cc(-c2ccc(F)cc2)nc(C)n1	?
CCc1cnc2c(c1SCC(=O)N1CCCCC1)c(=O)n(C)c(=O)n2C	4%
Cc1cccc(C)c1NC(=O)CN1C(=O)CCSc2ccc(S(=O)(=O)N3CCCC3)cc21	i
CN1CCN(c2nc3c(c(=O)[nH]2)CCN(Cc2ccccc2)CC3)CC1	56%[activator][5.79 µM]
CCOC(=O)c1c(NC(=O)Nc2ccc(F)cc2)sc(C(=O)N(C)C)c1C	i
CC(C)Oc1ccc(C(=O)NCCc2csc(-c3cccc(F)c3)n2)cc1	22%
COc1ccc(CN2CCOc3ccc(C(=O)NCc4ccc(C)cc4)cc3C2)cc1OC	i
O=C(c1cccc(F)c1)N1CCC(CCOc2ccc(F)cc2)C1 (stereo not drawn)	i
COc1cccc(C(=O)N2CC(c3nnc(-c4ccc(C)cc4)o3)C3(CCOCC3)C2)c1C (stereo not drawn)	?
OC1(c2cccnc2)CCN(Cc2ccc(-n3ccnc3)cc2)CC1	14%
CSc1ccc(CCNC(=O)c2cc(C)nc3c2c(C)nn3-c2ccccc2)cc1	-20%
CS(=O)(=O)N1C[C@H]2CCN(Cc3ccc(F)cc3Cl)C[C@H]21	i
CCn1cnnc1CC1CCN(C(=O)NC)C1 (stereo not drawn)	22%
COc1cc2c(=O)c(S(=O)(=O)c3ccc(C)cc3)cn(Cc3cccc(C)c3)c2cc1OC	?
Cc1nc2ccc(S(=O)(=O)CCC(=O)Nc3ccc(C)c(C)c3)cc2s1	-13%
Cc1cnc(C(=O)N2CCCCCNC(=O)[C@@H]3CCC[C@@H]32)cn1	16%
NS(=O)(=O)c1ccc(CCNC(=O)C2CCN(c3ncnc4c3nc3n4CCCCC3)CC2)cc1	-27%
CN1C(=O)C(c2ccccc2)CC12CCN(C(=O)c1ccc(F)cc1)CC2 (stereo not drawn)	6%
COc1cccc(S(=O)(=O)N2CCC3(CC2)C(OC)C(=O)N3c2cccc(F)c2)c1 (stereo not drawn)	?
COc1cccc(C(=O)N2CCc3nc(C)nc(-c4ccc(Cl)cc4)c3CC2)c1	i
COc1ccc(N2Cc3c(NCc4ccc5c(c4)OCO5)ncnc3N(C)CC2=O)cc1	i
COc1ccc(C(=O)Nc2nc3c(s2)C[C@@H]2[C@](C)(CO)[C@H](O)CC[C@@]2(C)[C@@H]3CC(=O)NCc2ccco2)cc1	2µM*
Cc1cc(=O)n(CC(=O)Nc2cccc(C#N)c2)c(N2CCOCC2)n1	i
CSc1nc2sc3c(c2c(=O)n1-c1ccc(F)c(Cl)c1)CCN(C(C)=O)C3	6%
CN1C(=O)C(CC(=O)N2CC(O)C2)(Cc2ccccc2)c2ccccc21 (stereo not drawn)	-8%
COC(=O)C1=C(C)N=C2SC=C(CC(=O)N3CCC(C)CC3)N2C1c1ccccc1Cl (stereo not drawn)	i
CCN1c2cc(C(=O)Nc3cccc(Cl)c3)ccc2C(=O)N2CCCC21 (stereo not drawn)	-17%
Cc1ccc2oc(=O)c3cnn(CC(=O)NCc4ccccc4Cl)c3c2c1	1%
CCN(CC)c1cc(CCC(=O)NCc2cccs2)ccn1	?
O=C(NCc1ccco1)c1cc(-c2ccccc2F)cc2c1OCCN2Cc1cccnc1	-23%
Cc1ccccc1CNC(=O)[C@H]1CCC[C@H]1NC(=O)c1ccncc1	7%
CNc1cccnc1OC1CCN(C(=O)NCCOC)C1 (stereo not drawn)	-6%
CCN(CC)C(=O)c1ccc(-c2nnc3ccc(NC(=O)C4CC4)cn23)cc1	?
COCCn1c(C)nnc1-c1cc(-c2cccc(O)c2)ccn1	i
CN1CCN(c2nc3c(c(=O)[nH]2)CCN(Cc2cccc(C#N)c2)CC3)CC1	18%[5.79 µM]
COc1ccccc1NC(=O)CN(C)S(=O)(=O)c1cccc2cccnc12	13%
CCc1nncn1C1CCN(S(=O)(=O)c2ccc(OC)c(Cl)c2)CC1	?
CS(=O)(=O)N(C1CC1)C1CCOC2(CCN(C(=O)CCc3ccccc3)CC2)C1 (stereo not drawn)	i
COc1ccc2c(c1)c1c(c(=O)n(Cc3ccccc3)c(=O)n1Cc1ccc(C)cc1)n2C	24%
Cc1cccc(C(=O)NC2CCN(c3cnn(C)c(=O)c3)CC2)c1	?
CC1CCCCN1C(=O)C(NC(=O)c1cccs1)C1CCN(C(=O)C2CCCC2)CC1 (stereo not drawn)	i
CN1CCN(CCCNC(=O)c2cnn(-c3ccccc3)c2C2CCN(C(=O)OC(C)(C)C)CC2)CC1	i

New compounds follow.
smiles	Pf Dd2 growth
CC(=O)Nc1ccc(-c2nnc3n2CCCC3)cc1	25%
COc1ccc(-c2ccc(C(=O)N[C@H]3CCOC[C@H]3C3CCOCC3)o2)cc1	-19%
Cc1ccccc1Cn1c(CN2CCC(C(=O)NCCc3ccccc3)CC2)cc2ccccc21	?
O=C1COCCN1C1CCN(Cc2ccsc2)CC1	15%&0%[44.1 µM]
CCc1ccc2ncc3c(-c4ccc(C)cc4)nn(CC(=O)NCc4ccccc4)c3c2c1	62%[activator]
CCc1cccc(CC)c1NC(=O)C(CC)n1nc(C)n2c(cc3cc(C)ccc32)c1=O (stereo not drawn)	-23%
Oc1c(C(c2ccccc2Cl)N2CCCC2)sc2nc(-c3ccco3)nn12 (stereo not drawn)	i
O=C(Cn1nc2c(cc1=O)CCCCC2)Nc1ccc(Cl)cc1	4%
NCCC[C@@H](N)C(=O)N1CCCC(c2ccccc2)(c2ccccc2)C1	?
Cc1cccc(-c2nc(CSCC(=O)N3CCN(c4ccccc4)CC3)c(C)o2)c1	11%
O=C(COc1ccccc1F)NC1CC(=O)N(c2ccc3c(c2)OCCO3)C1 (stereo not drawn)	34%[activator]
O=C(CCc1c[nH]c2ccccc12)N1CCC2(CC1)CC(Cc1nc(C3CC3)no1)CCO2 (stereo not drawn)	?
CCNC(=O)N[C@H]1C[C@@H](Cc2cc(-c3ccccc3)on2)C1(C)C	-16%[44.1 µM]
CC(C)(C)c1cnc([C@@H]2COCCN2Cc2ccc(Cl)cc2)[nH]1	4µM*
COCCN1C(=O)[C@H]2CN(Cc3cccc(Cl)c3)C[C@H]2C1=O	11%

Looked up one by one from the list above (3):
smiles	Pf Dd2 growth
CN1C(=O)C(c2ccccc2)CC12CCN(C(=O)c1ccc(F)cc1)CC2 (stereo not drawn)	6%
COc1ccc2c(c1)c1c(c(=O)n(Cc3ccccc3)c(=O)n1Cc1ccc(C)cc1)n2C	24%
COc1ccc(C(=O)Nc2nc3c(s2)C[C@@H]2[C@](C)(CO)[C@H](O)CC[C@@]2(C)[C@@H]3CC(=O)NCc2ccco2)cc1	2µM*

New compounds follow:
smiles	Pf Dd2 growth
O=C1NCCCCCCN(S(=O)(=O)c2cccs2)[C@H]2CCC[C@@H]12	-17%
Cc1ccc(Cl)c2sc(N3CCN(C(=O)C4CC4)CC3)nc12	10%
Cc1noc(C)c1CC(=O)N1CCCCCC1c1nc(C2CC2)no1 (stereo not drawn)	13%
Nc1ncccc1CN1CCN(C(=O)CO)CC(C(=O)O)C1 (stereo not drawn)	-1%
O=C(CN1C(=O)CCSc2ccccc21)Nc1ccc(C(F)(F)F)cc1	?
NC(=O)[C@@H]1CN(C(=O)c2ccco2)C[C@H]1COc1ccccc1	0%
O=C(O)[C@@H]1CN(Cc2ccccc2)C[C@@H]1C(=O)N1CCSCC1	-4%
O=C(Nc1cccc2ccccc12)O[C@@H]1CO[C@H]2[C@@H]1OC[C@@H]2NC(=S)Nc1cccc2ccccc12	i
COc1cc(C(=O)NC2CCN(c3cc(-c4ccc(Cl)cc4)[nH]n3)C2)cc(OC)c1OC (stereo not drawn)	?
Cc1cc(=O)[nH]c2nnc(SCc3ccc(Cl)c(Cl)c3)n12	i
Cc1ccc(C(=O)N2CCC3(CC2)N=C(c2cccc(Br)c2)NO3)cc1C	15%
COC(=O)C1=CN(CC(=O)N2CCN(c3ccccc3)CC2)S(=O)(=O)N=C1C	26%
CC(C)c1ccc(NC(=O)C2CCCN(S(=O)(=O)c3cccc4cccnc34)C2)cc1 (stereo not drawn)	?
COc1ccccc1N1CCN(c2nc3ccccc3n3cnnc23)CC1	i
COc1ccc(CN2CCC3(CN[S+](=O)([O-])c4ccccc4N3)C2)cc1 (stereo not drawn)	i
CCN1c2cc(C(=O)Nc3cccc(C(C)C)c3)ccc2C(=O)N2CCCCCC21 (stereo not drawn)	-8%
O=[S+]([O-])(c1cccnc1)c1nnn2c1nc(NC1CCCC1)c1ccccc12	-1%
COc1ccc(-c2nc3ccccc3s2)cc1NC(C)=O	17%
CCCOc1ccc(CNC(=O)CCCn2nc(C)c3sc4ccccc4c3c2=O)cc1	-3%
C=CCNC(=O)N1CCC(O)(c2csc(CN3CCN(C)CC3)n2)CC1	-9%[44.1 µM]
Cc1ccc(C(=O)N2CCn3c(nn(-c4cccc(Cl)c4)c3=O)C2)cc1	3%
COC(=O)c1cnn(-c2ccc(C(=O)Nc3ccc(OC(F)(F)F)cc3)cc2)c1N	1.6µM*
COc1ccc(NC(=O)COCc2cc(-c3ccco3)on2)cc1	40%[activator]
Cc1cccc(N2CCN(S(=O)(=O)c3cc(Cl)ccc3Cl)CC2)c1C	8%
COc1ccc(C(=O)N2CCC3(CC2)CC(Cc2nc(-c4ccccc4)no2)CCO3)cc1 (stereo not drawn)	i
CCOC(=O)Cn1c(=O)n(CC2CCCO2)c2nc(-c3ccccc3F)nc(C(N)=O)c21 (stereo not drawn)	?
CNC(=O)c1cccnc1N1CCOC(c2ccc3cc(OC)ccc3c2)C1 (stereo not drawn)	?
CCOc1ccc(CNC(=O)c2ccccc2NC(=O)c2nsc3ccccc23)cc1	?
Cc1cccc2[nH]c(CCNC(=O)C3CCC(=O)N(C4CCCCCC4)C3)nc12 (stereo not drawn)	?
O=C(c1ccccc1)N1C[C@@H]2C[C@H](C1)c1ccc(NS(=O)(=O)c3cccc(F)c3)c(=O)n1C2	i
O=C(NCc1ccc(Cl)cc1)C1CCN(C(=O)c2ncn3c2COC(c2ccccc2)C3)CC1 (stereo not drawn)	?
O=C1N(Cc2cccnc2)C(=O)C2(CCN(Cc3cc(F)ccc3F)CC2)N1CCc1ccccc1	?
COc1ccc(-c2noc(-c3ccc(N4CCN(C)CC4)c([N+](=O)[O-])c3)n2)cc1OC	?
N#Cc1ccc(C(=O)N2CCc3n[nH]c(=O)n3CC2)cc1	79%[activator]
O=C(NC1CCN(c2cc(-c3ccc(F)cc3)[nH]n2)CC1)c1ccc(OC(F)(F)F)cc1	i
O=C1NC2(CCCN(Cc3cncs3)C2)Oc2ccccc21 (stereo not drawn)	-5%[44.1 µM]
O=C(NCCc1cnc[nH]1)c1ccc2nc(-c3ccc(F)cc3)cn2c1	10µM*
O=C1N[C@H](CC(=O)N2CCC(c3nc4ccccc4[nH]3)CC2)C(=O)Nc2ccccc21	-24%
